Screens: PubChem BioAssay, several laboratories
H9c2 protect – protects H9c2 cardiomyocytes from peroxide injury. H2O2 injury protection, ATPLite, 2 h. protection from H2O2 cell death, % at 20 µM. 360,000 tested, 0.63% active. AID 588492;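 active = compounds giving at least 50% protection of heart cells from peroxide-induced death in the single-dose screen, raw or plate-pattern-corrected value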;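 also: 0% = DMSO wells with peroxide and 100% = DMSO wells without peroxide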
m5-HT2A agonist – agonists of mouse serotonin 5-HT2A receptor (HTR2A); 360,000 tested, 0.66% active; activation, % at 7.6 µM; CHO-K1 mHTR2A beta-arrestin complementation, luminescence; percent of 30 µM serotonin response;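 active = activation above a run cutoff, the mean activation of all tested compounds plus 3 SD, cut at about 14% in these data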;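 also: 0% = plate median of compound wells and 100% = 30 µM serotonin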
MC4R antag cAMP – blocks human MC4R cAMP signaling; 360,000 tested, 0.48% active; MC4R-expressing cells, MTII-stimulated cAMP, LANCE TR-FRET; inhibition, % at 6.5 µM; AID 540295; P32245;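 active = inhibition above its plate's cutoff, the mean of tested wells on that plate plus 3 SD, cut at about 29% in these data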;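 also: 0% = Melanotan II alone and 100% = Melanotan II plus saturating MCL0020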
Target sequence (P32245 whole entry, looked up): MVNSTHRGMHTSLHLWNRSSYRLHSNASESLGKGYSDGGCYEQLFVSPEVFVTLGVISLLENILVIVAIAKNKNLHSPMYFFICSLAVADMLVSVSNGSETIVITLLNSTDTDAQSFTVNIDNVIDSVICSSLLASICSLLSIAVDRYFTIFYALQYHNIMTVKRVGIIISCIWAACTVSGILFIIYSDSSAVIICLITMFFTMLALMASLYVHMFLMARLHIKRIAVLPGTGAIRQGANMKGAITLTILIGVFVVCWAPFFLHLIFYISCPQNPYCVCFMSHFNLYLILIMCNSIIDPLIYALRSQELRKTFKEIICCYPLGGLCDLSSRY
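material = U2OS cells stably expressing human melanocortin 4 receptor (MC4R) | also added = Melanotan II challenge | dosing = single nominal compound dose of 6.5 µM | detection = TR-FRET with Eu-cAMP and labeled anti-cAMP, 671 nm | replication = singlicate | timing = compound 30 min, challenge 1 h, detection 1 h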
Vif imaging – blocks HIV Vif function; inhibition, % at 7.49 µM; 340,000 tested, 0.35% active; HEK293T cells, Vif self-association by quenched fluorescence, imaging, 24 h; in the data active = inhibition above about 50%, passing the limit was not always enough; inconclusive = no clear call, values can overlap the other calls; inactive = below about 31%; also: some results filed as inactive read as strong as hits
PDI turbidity – PDI (human) enzyme inhibition; AID 588391; P07237; PDI insulin aggregation turbidity, A650, 90 min; 350,000 tested, 0.052% active; inhibition, % at 10 µM;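 active = mean inhibition across replicates of 30% or more, whatever share of single replicates reach that level; inconclusive = mean inhibition below 30% while every single replicate reaches 30%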;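 also: absorbance from insulin aggregation driven by PDI reduction with DTT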
Target sequence (P07237 whole entry, looked up): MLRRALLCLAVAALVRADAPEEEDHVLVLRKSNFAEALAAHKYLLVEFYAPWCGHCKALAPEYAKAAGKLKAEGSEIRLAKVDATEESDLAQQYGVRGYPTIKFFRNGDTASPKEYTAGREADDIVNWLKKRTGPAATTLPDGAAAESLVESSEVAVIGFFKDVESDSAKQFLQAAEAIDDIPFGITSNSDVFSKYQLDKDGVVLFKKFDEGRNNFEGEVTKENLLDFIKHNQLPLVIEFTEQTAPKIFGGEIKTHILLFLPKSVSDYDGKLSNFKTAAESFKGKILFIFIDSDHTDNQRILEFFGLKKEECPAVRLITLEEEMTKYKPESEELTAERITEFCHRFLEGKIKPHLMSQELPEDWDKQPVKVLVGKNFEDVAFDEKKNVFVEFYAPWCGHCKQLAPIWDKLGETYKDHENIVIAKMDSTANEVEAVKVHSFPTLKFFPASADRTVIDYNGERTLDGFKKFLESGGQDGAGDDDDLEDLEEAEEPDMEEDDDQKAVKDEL
MC4R ag barr – agonists of human melanocortin 4 receptor (MC4R) beta-arrestin; activation, % at 8.9 µM; U2OS MC4R beta-arrestin complementation, luminescence; percent of melanotan II response, DMSO zero; 360,000 tested, 0.98% active;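 active = activation above a per-plate cutoff, the mean activation of sample wells on that plate plus 3 SD, cut at about 8% in these data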
CaV13 ICDI inh – Disruptors of the CACNA1D IQ motif to Ca2+-dependent inactivation inhibitor domain association, primary screening, Förster resonance energy transfer in intact living …; inhibition, % at 12.3 µM; HEK cells, CFP/YFP FRET ICDI-IQ, plate reader, 10 min; percent FRET-ratio fall versus neutral wells; 340,000 tested, 0.098% active;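 active = mean replicate inhibition of at least 30% and at least 1% of replicates passing that level; inconclusive = only one of the two criteria is met; inactive = neither criterion is met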;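 also: 0% = median of the neutral control wells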
Glyco luc inh – blocks N-linked glycosylation in D54 reporter cells | AID 588692 | D54 ERlucT glycosylation luciferase reporter, 24 h; percent of 100 nM tunicamycin response | reporter increase, % at 12.5 µM | 360,000 tested, 0.23% active;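 active = mean luciferase reporter signal, scaled so untreated is 0 and the glycosylation-blocking control 100, at or above a set limit in every replicate; inconclusive = mean reaches the limit but not every replicate does; inactive = mean below the limit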;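 also: luciferase carries N-glycosylation sites so blocking glycosylation raises the light; 0% = median of neutral control wells and 100% = median of 100 nM tunicamycin wells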
ABCB6 inh 2 – human ABCB6 transporter inhibition. 360,000 tested, 0.19% active. fluorescence ratio to DMSO, % at 10 µM. AID 602162. K562-ABCB6 porphyrin accumulation, flow cytometry, 1 h; hits give low values. Q9NP58;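 active = fluorescence ratio to DMSO below 75%, the collection mean minus 3 SD; inconclusive = too few cells collected in the well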;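 also: signal is porphyrin accumulated inside mitochondria; 100% equals median channel fluorescence of DMSO control wells; lower ratio means ABCB6 inhibition with less porphyrin fluorescence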
aDG glyco up – alpha-DG glycosylation activation; Pro5-aDG cells, alpha-DG glycosylation AlphaScreen (IIH6); 0% Pro5, 100% B10-LARGE cell signal; activation, % at 10 µM; 360,000 tested, 0.22% active; AID 624168;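 active = activation of at least 8% versus controls, or a plate z-score of at least 8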;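 also: Pro5 are CHO cells carrying HIG-tagged alpha-DG that lacks glycosylation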
Starred values were filed as active, the others as inactive; ? = inconclusive; · = not tested or not shown.

SMILES	H9c2 protect	m5-HT2A agonist	MC4R antag cAMP	Vif imaging	PDI turbidity	MC4R ag barr	CaV13 ICDI inh	Glyco luc inh	ABCB6 inh 2	aDG glyco up
CC(Sc1nnc(-c2ccncc2)n1-c1ccc(F)cc1)C(=O)NC1CC1 (stereo not drawn)	-2	3	14	13	-12	0.7	-5	0	104	-0.1
Nc1nc(Cl)cc(Sc2ccc3ccccc3c2)n1	-11	-1	-5	2	10	0.7	·	10	96	0.1
O=C(O)C1(c2cccc(Cl)c2)CCC1	-1	0	2	3	-10	1.1	-4	0	95	-0.3
CC(C)n1c(O)c(N=Nc2ccc(Cl)nn2)c2ccccc21	65*	-1	5	6	1	-1.2	-5	-2	126	-0.3
Cc1ccsc1CN(C)c1ncnc2ccc(-c3ccoc3)cc12	-6	-3	15	·	-6	0.2	-9	-9	104	-0.1
COc1ccccc1NCCC(=O)OCC(=O)Nc1cc([N+](=O)[O-])ccc1F	-1	5	3	3	3	-0.1	-6	-3	99	0.1
Cn1c(=O)c(Oc2ccc(Cl)cc2)c(O)c2ccccc21	7	7	9	1	-2	1.8	-4	1	97	0.7
CCOC(=O)C(C(=O)Cc1ccccc1)c1ccccc1 (stereo not drawn)	0	-2	6	-2	-6	-2.1	-5	-1	91	0.1
COC(=O)c1c(C)[nH]c(C)c1C(=O)c1ccccc1Cc1ccccc1	0	-1	-7	4	-5	3.5	-6	0	153	0.0
CCOC(=O)N1CCC(NS(=O)(=O)c2ccc3c(c2)C(C)(C)C(=O)N3C)CC1	-4	-3	1	0	3	0.6	-5	1	100	-0.2
O=C(Nc1ccc(OC(F)(F)C(F)F)c(NC(=O)c2cccc(F)c2)c1)c1cccc(F)c1	-6	-2	14	12	-9	21*	-5	-2	89	-0.4
Cn1c(Cn2c(=O)sc3ccccc32)nnc1SCC(=O)NCc1ccccc1Cl	-2	4	3	-3	·	-0.1	14	-6	99	-0.1
CCOC(=O)c1[nH]c2ccc(OC)cc2c1NC(=S)N1CCN(c2ccccn2)CC1	-6	-1	7	-1	-6	-1.2	1	2	95	0.2
COc1cc([C@@H]2OC[C@@H]3[C@H]2CO[C@@H]3c2ccc3c(c2)OCO3)ccc1O	8	0	0	9	0	-1.0	-7	0	96	0.1
O=C(Nc1ccc(S(=O)(=O)NC2=NCCCCC2)cc1)c1ccc(Cl)c([N+](=O)[O-])c1	-13	-1	5	·	-1	-2.9	-14	0	103	0.2
COc1ccc(C(=O)Nc2ccccc2C(=O)NCc2ccco2)cc1	4	7	1	-1	?	0.8	-2	-4	93	0.0
C[C@]12c3[nH]c4cc(-c5ccco5)ccc4c3CCN1C(=O)[C@@H](CC(=O)NCc1ccco1)C[C@@H]2C(=O)N1CCCCC1	13	0	13	-14	6	-0.5	-3	-4	97	-0.1
CCOc1ccc(C(C(=O)NCC2CCCO2)N(CCc2cccc(C)c2)C(=O)c2snc(C(N)=O)c2N)cc1 (stereo not drawn)	38	4	3	7	3	1.2	-3	-3	97	0.1
O=C(COC(=O)c1ccccn1)Nc1ccccc1Cl	-4	4	-3	-4	-7	1.1	·	0	107	-0.1
O=C(Nc1ccc(NC(=O)c2ccc3c(c2)OCO3)cc1)c1cccc(Cl)c1	10	7	3	-3	-8	-2.1	-6	-2	92	0.0
O=C(NCC(=O)N1CCCCCCC1)c1cccc([N+](=O)[O-])c1	-5	15*	-3	-9	-10	1.5	-5	1	97	0.0
CN(C(=O)Cc1c(C(=O)O)n(C)c2ccccc12)c1ccc(Cl)cc1	5	2	3	3	-19	-0.1	-13	0	99	0.4
O=C(Nc1ccc2ccccc2c1)/C(=C\c1ccc2c(c1)OCO2)NC(=O)c1ccco1	13	1	9	0	6	1.6	-2	3	107	0.2
Cc1ccc(NC(=O)CN2C(=O)C3CCCCN3C(=O)c3ccccc32)cc1 (stereo not drawn)	-5	0	-2	-11	-1	-2.6	-5	0	102	2.7
CCOC(=O)c1c(NC(=O)C2C3C=CC(CC3)C2C(=O)O)sc(C)c1CC (stereo not drawn)	5	-1	7	4	-23	-1.2	-15	3	98	0.1

2 records picked at random from those above, as already listed:
SMILES	H9c2 protect	m5-HT2A agonist	MC4R antag cAMP	Vif imaging	PDI turbidity	MC4R ag barr	CaV13 ICDI inh	Glyco luc inh	ABCB6 inh 2	aDG glyco up
CC(C)n1c(O)c(N=Nc2ccc(Cl)nn2)c2ccccc21	65*	-1	5	6	1	-1.2	-5	-2	126	-0.3
O=C(Nc1ccc2ccccc2c1)/C(=C\c1ccc2c(c1)OCO2)NC(=O)c1ccco1	13	1	9	0	6	1.6	-2	3	107	0.2

Rewritten with each value named: part of the list above
Cn1c(=O)c(Oc2ccc(Cl)cc2)c(O)c2ccccc21
  H9c2 protect = 7
  m5-HT2A agonist = 7
  MC4R antag cAMP = 9
  Vif imaging = 1
  PDI turbidity = -2
  MC4R ag barr = 1.8
  CaV13 ICDI inh = -4
  Glyco luc inh = 1
  ABCB6 inh 2 = 97
  aDG glyco up = 0.7

Nc1nc(Cl)cc(Sc2ccc3ccccc3c2)n1
  H9c2 protect = -11
  m5-HT2A agonist = -1
  MC4R antag cAMP = -5
  Vif imaging = 2
  PDI turbidity = 10
  MC4R ag barr = 0.7
  CaV13 ICDI inh = ·
  Glyco luc inh = 10
  ABCB6 inh 2 = 96
  aDG glyco up = 0.1

Whole records from above. Screens in order: H9c2 protect | m5-HT2A agonist | MC4R antag cAMP | Vif imaging | PDI turbidity | MC4R ag barr | CaV13 ICDI inh | Glyco luc inh | ABCB6 inh 2 | aDG glyco up
Entry for `Cn1c(Cn2c(=O)sc3ccccc32)nnc1SCC(=O)NCc1ccccc1Cl` → -2 | 4 | 3 | -3 | · | -0.1 | 14 | -6 | 99 | -0.1
Entry for `O=C(COC(=O)c1ccccn1)Nc1ccccc1Cl` → -4 | 4 | -3 | -4 | -7 | 1.1 | · | 0 | 107 | -0.1

Continued.
SMILES	H9c2 protect	m5-HT2A agonist	MC4R antag cAMP	Vif imaging	PDI turbidity	MC4R ag barr	CaV13 ICDI inh	Glyco luc inh	ABCB6 inh 2	aDG glyco up
CC(=O)c1ccc(NC(=O)C2CCN(S(=O)(=O)c3cccc4cccnc34)CC2)cc1	2	-6	26	-9	1	0.4	7	0	106	-0.2
O=C1c2ccccc2S(=O)(=O)N1CC(O)COc1ccc(Br)cc1 (stereo not drawn)	3	-2	-9	-7	-4	0.4	-5	1	73*	0.0
N#Cc1ccc(CSCC(=O)O)cc1	4	-2	-1	-3	-6	-0.9	-7	1	87	-0.2
c1cncc(CSc2nnc3ccc(-c4ccncc4)nn23)c1	2	6	-7	-4	-4	4.3	-4	-1	85	-0.1
COc1ccc(N(CC(=O)NCCc2ccccc2)C(=O)CCC(=O)Nc2ccccn2)cc1	10	2	5	2	10	1.0	-3	5	94	0.2
[N-]=[N+]=NC[C@H](Cc1ccccc1)N1CCN(Cc2ccccc2)CCC1=O	1	3	9	-1	2	1.5	5	-2	101	-0.2
Cc1ccc(SCc2nc3ncccn3c2Br)cc1	-8	-5	9	0	0	-2.4	-19	-1	98	-0.1
O=S(=O)(c1cccc(NC(=S)N2CCN(c3ccc(F)cc3)CC2)c1)C(F)F	-23	3	6	0	-1	-1.7	4	2	96	0.4
Cc1cccc(NC(=O)COC(=O)c2ccc(S(=O)(=O)N3CCCCCC3)cc2)c1	-2	3	8	0	-4	12*	-5	0	102	0.0
COc1ccc(NC(=O)c2ccc(COc3ccc(C)cc3)o2)cc1	-2	-3	13	-5	0	-0.2	1	0	97	1.1
CCOC(=O)c1c(NC(=S)Nc2ccccc2)sc2c1CCN(C)C2	9	-8	3	-11	-3	-2.0	·	7	107	0.0
COC(=O)c1ccccc1NC(=O)CN(C1CCCCC1)S(C)(=O)=O	1	2	7	-5	-2	-1.3	-5	0	89	2.0
CCOc1ccccc1N1Cc2ccccc2C1	1	-5	-2	18	4	-0.7	-4	0	107	-0.1
CC[C@]12c3[nH]c4ccc(Cl)cc4c3CCN1C(=O)[C@@H](CC(=O)NCCCN(C)C)C[C@@H]2C(=O)N1CCN(C(=O)c2ccco2)CC1	-3	3	-2	·	9	1.5	-5	0	98	-0.1
CC(C)Cn1c(-c2ccc(Br)cc2)c[nH]c1=S	-15	-5	6	·	-15	-5.3	0	-1	94	0.2
CCC(Oc1ccccc1)C(=O)N1CC(C)CC(C)C1 (stereo not drawn)	3	-1	9	-9	8	2.3	-8	0	98	0.4
CCCn1c(=O)c(C(=O)N/N=C/c2ccc(F)cc2)c(O)c2ccccc21	1	1	13	1	3	1.5	-5	-2	102	0.0
COC(=O)c1nn(-c2ccccc2)c(Cl)c1/C=N/OCc1ccc(Cl)cc1Cl	-26	4	12	-4	-9	0.8	·	1	104	0.5
COc1cc(/C=C2/SC(=S)N(CCC(=O)Nc3ccc(C(=O)O)cc3)C2=O)cc(OC)c1OC	-2	0	0	14	0	-0.1	-6	0	105	-0.2
CCOCCCNC(=O)c1ccc(N2CC3CC(C2)c2cccc(=O)n2C3)c(NC(=O)Nc2cccc(OC)c2)c1 (stereo not drawn)	2	-4	0	-5	4	0.7	-2	4	97	0.0
O=C(NCCN1C(=O)S/C(=C\c2ccccc2Cl)C1=O)C1=COCCO1	-7	-5	-1	2	2	-2.0	-6	?	97	0.3
COC(C(=O)Nc1ccc(Cl)cc1C)c1ccccc1 (stereo not drawn)	0	-3	7	0	-3	-1.0	-16	1	99	0.0
Cc1ccccc1C(=O)OC1CCN(C)CC1	-2	-9	1	7	23	-1.4	-4	-2	108	0.0
CCCC(=O)C1=C(O)C(C(=O)OC)C(C)(C)CC1=Nc1ccc(N)cc1 (stereo not drawn)	14	-4	1	-1	6	-1.9	-4	-1	88	-0.1
O=C(c1cc2ccccc2o1)n1nnc2ccccc21	0	0	8	-5	-11	0.9	·	0	93	0.0
O=C(O)c1ccccc1C(=O)Nc1ccc(S(=O)(=O)Nc2nccs2)cc1	-3	7	-1	-8	0	-0.1	-7	1	90	0.1
O=C(N/N=C/c1ccc(O)cc1)/C(=C/c1ccccc1)CCO	-6	-6	3	9	1	-3.0	-5	-1	97	-0.4
FC(F)(F)c1cccc(NC(=S)NNC(=S)NCc2ccccc2)c1	-20	-11	-9	-2	-2	-1.9	-6	1	102	-0.2
